Screening data from PubChem.
S-ASM inh: Inhibitors of Secretory Acid Sphingomyelinase (S-ASM): qHTS | Potency, µM (top dose mostly 57.5 µM), for inactives: at the top dose activity change, negative = inhibition, most hits filed as inhibitors | Sphingomyelin phosphodiesterase (Homo sapiens), P17405 | AID 504937, 2011 | actives 0.006% (n = 340,000) | placental ASM, HMU-PC fluorogenic substrate, 60 min; also: potency is read from the fitted curve at half-maximal effect
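Human placenta-derived ASM enzyme was preincubated with compound for 10 minutes at room temperature, then given fluorogenic substrate HMU-PC0 (9 uM final) for 60 minutes at 37 °C; a pH 10 stop preceded fluorescence reading at Ex 386/Em 447 nm.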
PTAP TSG101 blk: qHTS Assay for Iinhibitors of HIV-1 Budding by Blocking the Interaction of PTAP/TSG101; Tumor susceptibility gene 101 protein (Homo sapiens), Q99816; Fluorescence polarization, FITC-PTAP peptide / Tsg101 binding; Potency, µM (top dose mostly 115 µM), for the others: at the top dose activity change, negative = inhibition, hits mostly inhibitors; 340,000 tested, under 10 active; AID 493005, 2010; active = well fitted inhibition curve with a large enough effect in the main read-out, with a control signal flat, not every such curve was filed as active; inconclusive = small, poorly fitted or top-dose-only effect, or effect the other way, or a change in a side signal; inactive = no such curve, though single readings can be large or run the other way; also: potency is read from the fitted curve at half-maximal effect; % of control where 0% means no effect
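Compounds were pin-transferred onto Tsg101 binding domain (10 uM final) in HEPES pH 7.5 buffer, then FITC-PTAP peptide was added at 50 nM final. After 20 min at RT, polarization reported peptide displacement across a qHTS concentration series.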
a7 integrin act: qHTS for Activators of Integrin-Mediated Alleviation for Muscular Dystrophy; Potency, µM (series often up to 38.3 µM), without a hit: at the highest dose activation, usual class: activators; alpha7betagal myoblasts, beta-gal FDG fluorescence, 48 h; actives 0.064% (n = 350,000);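 also: potency is read from the fitted curve at half-maximal effect; 100% = response of the positive control SU9516; nearly all actives have a fitted effect of over 60% in size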
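Alpha7betagal+/- myoblasts (passage 13) were plated 16-24 hr, then exposed to compounds (1:260 dilution of DMSO stock) for 48 hours at 37C. After MPER lysis, β-galactosidase reporter activity was read as FDG fluorescence (ex 480/em 540) after 30 minutes.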
USP2a block: qHTS Assay for Inhibitors of Ubiquitin-specific Protease USP2a Using CHOP2 as the Reporter; actives 0.01% (n = 330,000); USP2 core, Ub-CHOP2 coupled fluorogenic reporter, 485/531; Ubiquitin carboxyl-terminal hydrolase 2 (Homo sapiens), O75604; Potency, µM (series often up to 38.3 µM), inactives show at the highest dose activity change, negative = inhibition, most hits filed as inhibitors;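 also: potency is read from the fitted curve at half-maximal effect; plate controls were DMSO wells for no effect and full inhibition by NEM control for full effect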
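Cell-free coupled assay: 10nM USP2 core preincubated 30min RT with compound in Tris-HCl pH 8.0/CaCl2/CHAPS buffer, then 25nM Ub-CHOP2 and 25nM reporter substrate; fluorescence (Ex 485/Em 531) read after 60min RT, normalized to NEM inhibition, concentration-response curves fitted.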
BRCA1 expr act: qHTS Assay to Identify Small Molecule Activators of BRCA1 Expression; MCF7-BRCA1-FFLuc reporter, luminescence, 48 h; response scale: scaled: vehicle 0%, 10 µM genistein 100%; Potency, µM (top dose mostly 46.1 µM), for inactives: at the top dose activation, most hits filed as activators; actives 1.1% (n = 380,000); also: potency is read from the fitted curve at half-maximal effect; nearly all actives have a fitted effect of over 80% in size; some results filed as inactive show a strong effect at the top dose
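MCF7-BRCA1-FFLuc cells, 2000/well in phenol-red-free MEM, attached 2 h then treated 48 h at 37 C. Luciferase luminescence read 15 min after reagent; normalized to genistein maximum activation (10microM) and DMSO, concentration-response fitted.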
B2AR arrestin: qHTS assay of beta-arrestin-biased ligands of beta2-adrenergic receptor. Beta-2 adrenergic receptor (Homo sapiens), P07550. beta-arrestin recruitment to beta2AR, cell-based reporter. Potency, µM (series often up to 46.1 µM), for inactives: at the highest dose activation, hits mostly activators. actives 0.02% (n = 330,000);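 also: potency is read from the fitted curve at half-maximal effect; 0% = DMSO controls and full agonism = EC100 isoproterenol or metaproterenol; nearly all actives have a fitted effect of over 65% in size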
Target sequence (P07550 whole entry, looked up): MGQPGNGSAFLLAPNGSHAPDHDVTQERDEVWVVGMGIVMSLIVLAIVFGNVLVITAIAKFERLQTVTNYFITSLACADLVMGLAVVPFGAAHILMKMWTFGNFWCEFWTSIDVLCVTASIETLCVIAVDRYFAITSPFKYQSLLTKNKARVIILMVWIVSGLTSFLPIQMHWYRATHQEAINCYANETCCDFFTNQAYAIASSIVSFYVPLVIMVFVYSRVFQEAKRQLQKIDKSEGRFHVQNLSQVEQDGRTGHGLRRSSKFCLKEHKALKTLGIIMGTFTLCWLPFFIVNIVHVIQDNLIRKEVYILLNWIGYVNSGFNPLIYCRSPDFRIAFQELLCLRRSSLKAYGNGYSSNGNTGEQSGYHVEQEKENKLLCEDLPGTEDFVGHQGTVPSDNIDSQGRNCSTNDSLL
p53 reactivator: qHTS assay for re-activators of p53 using a Luc reporter. H1299 p53-A138V BP100-luciferase reporter, luminescence, 24 h. Potency, µM (doses to about 92.2 µM), for the others: at the highest dose activity change, positive = activation, hits mostly activators. actives 0.063% (n = 320,000). AID 504706, 2011; also: potency is read from the fitted curve at half-maximal effect; % of control where 0% means no effect; nearly all actives have a fitted effect of over 45% in size
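p53-null H1299 cells stably carrying temperature-sensitive p53-A138V and a BP100-luciferase reporter were pinned with compounds (4-point, 1:5 series) and held 24 hrs at 37 deg C. Luminescence was read 10 min after detection reagent.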
TRPV1 agonist: HTS Assay for Compounds that Act as Agonists of the Vanilloid Receptor 1. Transient receptor potential cation channel subfamily V member 1 (Homo sapiens), Q8NER1. TRPV1-expressing cells, Fluo-8 calcium influx, agonist mode. activation, % at 8.33 µM. actives 0.19% (n = 320,000). AID 540275, 2011; in the data active = activation above about 80%; inconclusive = between about 30% and that limit; also: 0% is about no effect
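Fluo-8 calcium influx in TRPV1-expressing cells, kinetic read (ex 480/em 520 nm). Compound added and read 3 min for agonist activity, followed by capsaicin at EC20 final and 2 min further read for enhancement.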
Eya2 inh: qHTS Assay for Inhibitors of the Phosphatase Activity of Eya2 | recombinant Eya2, OMFP fluorescence dephosphorylation (OMFP is methylfluorescein phosphate) | Potency, µM (series often up to 76.9 µM), without a hit: top-dose activity, negative = inhibition, hits mostly inhibitors | actives 0.006% (n = 330,000) | AID 488837, 2010; also: potency is read from the fitted curve at half-maximal effect; % is scaled to controls: 0 for no effect and ±100 for the full control effect
Target sequence (O00167 whole entry, looked up): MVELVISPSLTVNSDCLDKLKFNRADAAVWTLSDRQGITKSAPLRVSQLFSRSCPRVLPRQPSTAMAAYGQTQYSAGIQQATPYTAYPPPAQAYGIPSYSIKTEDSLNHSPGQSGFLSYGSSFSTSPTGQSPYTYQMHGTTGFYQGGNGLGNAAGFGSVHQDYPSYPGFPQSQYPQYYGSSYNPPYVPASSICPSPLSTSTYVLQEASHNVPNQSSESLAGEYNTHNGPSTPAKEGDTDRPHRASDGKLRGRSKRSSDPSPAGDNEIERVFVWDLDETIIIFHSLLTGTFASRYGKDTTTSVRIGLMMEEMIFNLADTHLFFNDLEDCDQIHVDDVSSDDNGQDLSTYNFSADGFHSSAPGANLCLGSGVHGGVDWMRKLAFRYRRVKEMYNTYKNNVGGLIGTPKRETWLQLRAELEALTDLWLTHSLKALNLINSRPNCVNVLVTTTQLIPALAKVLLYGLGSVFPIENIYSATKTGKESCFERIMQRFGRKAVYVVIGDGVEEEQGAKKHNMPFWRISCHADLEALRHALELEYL
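Eya2 (0.2 uM) preincubated 10 min at ambient with compound, then OMFP substrate added at 50 uM; 10 min reaction in 50 mM HEPES pH 7.5, 50 mM NaCl, 5 uM MgCl2, 0.05% BSA, 1 mM DTT. Fluorescence read at Ex 485/Em 525 nm.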
uPA surface inh: qHTS for Inhibitors of Cell Surface uPA Generation | cell surface uPA generation assay, qHTS | Potency, µM (highest dose often 38.3 µM), for inactives: top-dose activity change, negative = inhibition, hits mostly inhibitors | actives 0.31% (n = 330,000); active = well fitted inhibition curve with a large enough effect; inconclusive = small, poorly fitted or top-dose-only effect; inactive = no such curve, though single readings can be large or run the other way; tested in mouse RAW 264.7 cells; also: potency is read from the fitted curve at half-maximal effect; % is scaled to controls: 0 for no effect and ±100 for the full control effect; nearly all actives have a fitted effect of over 55% in size
ELG1 genotoxic: qHTS screen for small molecules that induce genotoxicity in human embryonic kidney (HEK293T) cells expressing luciferase-tagged ELG1. HEK293T ELG1-luciferase reporter, luminescence, 16 h. Potency, µM (series often up to 46 µM), for inactives: at the highest dose activity change, positive = activation, usual class: activators. actives 1.3% (n = 330,000). AID 504466, 2011; also: potency is read from the fitted curve at half-maximal effect; % of control where 0% means no effect; nearly all actives have a fitted effect of over 60% in size
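Step 1: seed 2,000 HEK293T ELG1-luciferase cells per well. Step 2: add compound or DMSO, incubate 16 hr at 37 °C. Step 3: ONE-Glo, 30 min at room temperature, read luminescence.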
Numbers without * were called inactive; ? = inconclusive; / = not tested or not shown; [ ] = another dose, or the depositor's remark. Unless noted, calls follow the shape of the dose curve; as a rule, active = well fitted curve in the direction sought with a large enough effect; inconclusive = small, poorly fitted or top-dose-only effect, or another doubt; inactive = no such curve, though single readings can be large; an effect the other way counts as inactive or inconclusive.

Start of the listing, in advance (2 entries):
1. COc1ccc(C(=O)Nc2ccc(NC(=O)c3cccc(F)c3)cn2)cc1
2. CCCn1nc(C(=O)Nc2ccc3nc(N4CCOCC4)sc3c2)ccc1=O
screen / no.	1	2
S-ASM inh	-4%	-3%
PTAP TSG101 blk	-2%	-2%
a7 integrin act	8%	-26%
USP2a block	0%	-5%
BRCA1 expr act	0%	-68%
B2AR arrestin	0.5%	0.0%
p53 reactivator	3%	8%
TRPV1 agonist	2	6
Eya2 inh	4%	-36%
uPA surface inh	-1%	-6%
ELG1 genotoxic	20%	-11%

Main list (from the top)
1. COc1ccc(C(=O)Nc2ccc(NC(=O)c3cccc(F)c3)cn2)cc1
2. CCCn1nc(C(=O)Nc2ccc3nc(N4CCOCC4)sc3c2)ccc1=O
3. Cc1ccc(C(=O)Nc2cc3c(oc2=O)CCCC3=O)cc1
4. O=C1C2CC=C(Cl)CC2C(=O)N1CC1OCCc2ccccc21 (stereo not drawn)
5. CN(C)c1ccc(CCc2ccc(N)cc2)cc1
6. Cc1cc2ccccc2c(=O)n1CC(=O)NCC(=O)N1CCN(c2ccccc2F)CC1
screen / no.	1	2	3	4	5	6
S-ASM inh	-4%	-3%	-1%	3%	100%[activator]	0%
PTAP TSG101 blk	-2%	-2%	-8%	-4%	4%	-1%
a7 integrin act	8%	-26%	8%	-14%	11%	19%[7.66 µM]
USP2a block	0%	-5%	0%	-1%	/	-1%
BRCA1 expr act	0%	-68%	-1%	5%	-84%	-4%
B2AR arrestin	0.5%	0.0%	-0.2%	0.0%	/	-0.3%
p53 reactivator	3%	8%	7%	-5%	/	-7%
TRPV1 agonist	2	6	/	11	/	0
Eya2 inh	4%	-36%	13%	-3%	/	4%
uPA surface inh	-1%	-6%	-4%	-1%	-2%	-4%
ELG1 genotoxic	20%	-11%	?	7%	/	0%

7. FC(F)(F)c1cnc(-c2cnc(-c3ccncc3)nc2)c(Cl)c1
8. CCCCC1=CC2=CC(=O)C(C)(OC(=O)CCc3ccccc3)C(=O)C2=CO1 (stereo not drawn)
9. Cc1nc2ccc(NC(=O)c3ccc([N+](=O)[O-])cc3[N+](=O)[O-])cc2s1
10. CN(C)C(=O)CCC(=O)N(C)CC1CCCN(CCc2ccc(F)cc2)C1 (stereo not drawn)
11. CC(=O)c1ccc(NS(=O)(=O)Cc2ccccc2)cc1
12. CCn1c(=O)n(CC(=O)N2CC(C)CC(C)C2)c(=O)c2ccccc21 (stereo not drawn)
screen / no.	7	8	9	10	11	12
S-ASM inh	-6%	1%	-1%	4%	2%	1%
PTAP TSG101 blk	-1%	4%	-2%	-8%	-2%	-4%
a7 integrin act	-9%	25%	-51%[inhibitor]	-8%	23%	2%
USP2a block	-1%	6%	4%	1%	-2%	-2%
BRCA1 expr act	?	18%	-24%	-4%	10%	-15%
B2AR arrestin	0.1%	-0.2%	-0.3%	-0.1%	-0.6%	0.1%
p53 reactivator	5%	1%	0%	-5%	1%	-3%
TRPV1 agonist	7	4	2	-2	-1	8
Eya2 inh	21%	1%	5%	-21%	0%	21%
uPA surface inh	3%	6%	-3%	?	0%	/
ELG1 genotoxic	2%	1%	7%	-5%	0%	-2%

13. O=C(NC1CC1)C1CCN(Cc2cnn(-c3ccccc3)c2-n2cccc2)CC1
14. COc1cccc(C(=O)NCC(=O)OCC(=O)NC2CCCCC2)c1
15. O=C(N[C@@H]1C/C=C\C[C@@H](CC(=O)N(CCO)Cc2ccccc2)C(=O)N[C@H](Cc2ccccc2)COC1=O)OCC1c2ccccc2-c2ccccc21
16. CCCc1cc(=O)[nH]c(SCC(=O)Nc2cc3c(cc2C(C)=O)OCO3)n1
17. COc1ccccc1C(=O)NCCC(=O)NNC(=O)C1COc2ccccc2O1 (stereo not drawn)
18. C=CCNC(=S)NCc1ccc(CNC(=S)NCC=C)cc1
screen / no.	13	14	15	16	17	18
S-ASM inh	2%	4%	-1%	13%	3%	4%
PTAP TSG101 blk	-3%	-6%	-2%	-1%	0%	0%
a7 integrin act	-5%	21%	-31%	-26%	-9%	5%
USP2a block	1%	3%	-8%	-1%	0%	4%
BRCA1 expr act	-1%[1.84 µM]	-2%	-10%	11%	-10%	-32%
B2AR arrestin	0.4%	0.3%	3.2%	-0.3%	-0.5%	0.0%
p53 reactivator	-1%	2%	-7%	-1%	-3%	-4%
TRPV1 agonist	9	/	/	-1	1	5
Eya2 inh	13%	6%	1%	-24%	1%	-1%
uPA surface inh	-1%	-6%	-27%	0%	-7%	-4%
ELG1 genotoxic	2%	4%	-1%	-2%	-1%	-6%

19. O=C(COC(=O)CCCNC(=O)c1ccc(Cl)cc1)NCc1ccccc1Cl
20. C/C(=N/NC(=O)CNC(=O)C1COc2ccccc2O1)c1ccc([N+](=O)[O-])cc1 (stereo not drawn)
21. CC1(C)Cc2c(sc(NC(=O)C(=O)N3CCCC3)c2C(=O)O)CO1
22. C=CCN(CC=C)C(=S)NC(=O)c1ccc(C)c(Br)c1
23. Cc1ccc(C(=O)N2C(CC(=O)Nc3ccc(Cl)cc3)C(=O)NC3CCCCC32)cc1 (stereo not drawn)
24. CC(=O)NCCN1C(=O)S/C(=C\c2cccs2)C1=O
screen / no.	19	20	21	22	23	24
S-ASM inh	2%	-5%	-1%	-7%	-1%	-4%
PTAP TSG101 blk	1%	1%	2%	-5%	-2%	-1%
a7 integrin act	-6%	5%	-28%	-9%	-36%	-22%
USP2a block	1%	-1%	-1%	0%	0%	1%
BRCA1 expr act	-7%	-5%	-3%	-50%	-39%	49%
B2AR arrestin	0.1%	-0.4%	-1.1%	-0.5%	-0.2%	-1.1%
p53 reactivator	3%	-5%	3%	2%	7%	23%
TRPV1 agonist	1	0	0	23	17	-2
Eya2 inh	-4%	10%	-15%	3%	-4%	13%
uPA surface inh	0%	2%	6%	-4%	-4%	-3%
ELG1 genotoxic	-5%	-11%	3%	-6%	-2%	9%

25. Cc1ccc(NC(=O)CN(C)C(=O)Cn2c(=O)oc3ccccc32)cc1
26. COc1cccc(C(=O)N2CCN(Cc3ccc(OC)cc3OC)CC2)c1
27. C/C(=N/NC(=O)c1ccc(Cl)s1)c1ccc(NC(=O)COc2ccc(Cl)cc2)cc1
28. COC(=O)c1cc(NC(=O)CN2CCc3cc4c(cc3C2)OCCCO4)cc(C(=O)OC)c1
29. COc1ccc(OC)c(S(=O)(=O)N2CCCC(C(=O)N3CCCCCC3)C2)c1 (stereo not drawn)
30. CCCCn1c(N)c(N(CC(C)C)C(=O)c2c(CC)noc2C)c(=O)[nH]c1=O
31. O=C(NC(Nc1nc2ccc([N+](=O)[O-])cc2s1)(C(F)(F)F)C(F)(F)F)c1cccnc1
32. COC(=O)CSc1nc2c(c(=O)n(C)c(=O)n2C)n1CCCc1ccccc1
screen / no.	25	26	27	28	29	30	31	32
S-ASM inh	1%	0%	3%	-8%	0%	3%	-7%	6%
PTAP TSG101 blk	2%	0%	0%	-2%	/	2%	-5%	-2%
a7 integrin act	9%	27%	15%	-1%	-12%	11%	-60%[inhibitor]	23%
USP2a block	3%	-20%	-1%	2%	0%	2%	0%	0%
BRCA1 expr act	2%	-10%	-62%	1%	-9%	-4%	-45%	5%
B2AR arrestin	2.1%	-1.3%	-0.7%	-0.1%	-0.6%	-0.6%	-0.4%	0.6%
p53 reactivator	11%	/	-1%	/	/	-6%	13%	-1%
TRPV1 agonist	-1	?	-4	3	6	-4	2	1
Eya2 inh	4%	-18%	-24%	4%	9%	-7%	-2%	14%
uPA surface inh	-4%	10%	0%	5%	3%	1%	?	7%
ELG1 genotoxic	-1%	-4%	0%	-5%	-3%	-3%	-9%	-2%
